Assay outcomes (PubChem BioAssay)
12-LOX inh – inhibitors of human 12S-lipoxygenase ALOX12 | P18054 | purified 12hLO, xylenol orange hydroperoxide absorbance | Potency, µM (highest dose often 108 µM), inactives show at the top dose activity change, negative = inhibition, usual class: inhibitors | 580,000 compounds, 1.1% hits | AID 1671190; note: % is set by controls: 0 for no effect and ±100 for the full control effect
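Hydroperoxide product was detected by ferrous iron/xylenol orange as the 573 to 405 nm absorbance ratio. Arachidonic acid at 40 uM (final) was turned over for 30 min at room temperature by 150 nM human 12hLO, pH 7.0 Hepes buffer, after 15 min compound preincubation.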
mIDH1 inhibitor – blocks human mutant IDH1 R132H enzyme; 390,000 compounds, 0.093% hits; AID 602179; Potency, µM (highest dose often 76.6 µM), without a hit: at the top dose activity change, negative = inhibition, hits mostly inhibitors; IDH1-R132H enzyme, NADPH consumption, diaphorase/resazurin fluorescence; note: % is set by controls: 0 for no effect and ±100 for the full control effect; nearly all actives have a fitted effect of over 65% in size
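IDH1-R132H (0.5 ug/mL dispensed) in pH 7.5 Tris buffer was preincubated 30 min with compound, then given a substrate mix of 0.016 mM NADPH and 2 mM alpha-KG for 80 min at room temperature; remaining NADPH was read by diaphorase/resazurin fluorescence.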
RGS4 inhibitor – human RGS4 inhibition. AID 504845. Transcreener GDP fluorescence polarization, RGS4-accelerated GTP hydrolysis. 390,000 compounds, 0.039% hits. Potency, µM (series often up to 114 µM), without a hit: at the top dose activity change, negative = inhibition, actives largely listed as inhibitors; note: % is set by controls: 0 for no effect and ±100 for the full control effect; nearly all actives have a fitted effect of over 75% in size; some results filed as inactive show a strong effect at the top dose
Target sequence (P49798 whole entry, looked up): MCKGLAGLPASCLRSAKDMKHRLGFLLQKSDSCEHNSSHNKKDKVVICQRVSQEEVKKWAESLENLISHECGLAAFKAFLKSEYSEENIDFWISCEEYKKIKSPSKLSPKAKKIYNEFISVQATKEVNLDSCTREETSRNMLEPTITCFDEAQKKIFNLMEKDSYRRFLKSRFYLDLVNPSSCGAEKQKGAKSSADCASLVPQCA
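MLSMR compounds (23 nl, pin-transferred) preincubated 10 min at room temperature with a 500nM (2x) first reagent, then RGS4 at 900nM (2x) plus Transcreener GDP mix added; fluorescence polarization (620/688 nm) read before and after 90 min at 30 °C.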
Vif-A3F inh – blocks the Vif interaction with APOBEC3F; HeLa A3F-eYFP + Vif (tagged APOBEC3F with the HIV-1 protein that degrades it), YFP fluorescence increase; Potency, µM (doses to about 46.1 µM), for the others: top-dose activity, negative = active; 390,000 compounds, 0.2% hits; AID 602313; note: % of control where 0% means no effect; nearly all actives have a fitted effect of over 65% in size
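HeLa cells stably expressing Vif plus C-terminally eYFP-tagged A3F were seeded, incubated overnight at 37 deg C, dosed with compound, incubated overnight again at 37 deg C. Yellow fluorescence (Ex 488/Em 500-530) reported blocked Vif-mediated A3F-eYFP degradation.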
TrxR1 substrate – substrates of rat thioredoxin reductase 1; O89049; purified TrxR1 substrate turnover, NADPH consumption readout; Potency, µM (top dose mostly 114 µM), for inactives: top-dose activity change, negative = substrate turnover; 390,000 compounds, 0.01% hits; AID 588456; note: % is set by controls: 0 for no effect and ±100 for the full control effect; nearly all actives have a fitted effect of over 50% in size
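Rat TrxR1, dispensed at 90 nM, was prereduced with 400 uM NADPH (final) for 5 min at ~22 deg C, then incubated with compound 15 min before 400 uM selenite. A first-read NADPH fluorescence drop versus no-compound background flagged substrates.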
USP1-UAF1 inh – inhibitors of human USP1/UAF1 deubiquitinase. recombinant USP1/UAF1, Ub-Rhodamine cleavage fluorescence. 390,000 compounds, 0.23% hits. Potency, µM (top dose mostly 57.1 µM), for inactives: at the highest dose activity change, negative = inhibition, usual class: inhibitors; note: % is set by controls: 0 for no effect and ±100 for the full control effect; nearly all actives have a fitted effect of over 60% in size; inactives centre near -12
Target sequence (O94782 whole entry, looked up): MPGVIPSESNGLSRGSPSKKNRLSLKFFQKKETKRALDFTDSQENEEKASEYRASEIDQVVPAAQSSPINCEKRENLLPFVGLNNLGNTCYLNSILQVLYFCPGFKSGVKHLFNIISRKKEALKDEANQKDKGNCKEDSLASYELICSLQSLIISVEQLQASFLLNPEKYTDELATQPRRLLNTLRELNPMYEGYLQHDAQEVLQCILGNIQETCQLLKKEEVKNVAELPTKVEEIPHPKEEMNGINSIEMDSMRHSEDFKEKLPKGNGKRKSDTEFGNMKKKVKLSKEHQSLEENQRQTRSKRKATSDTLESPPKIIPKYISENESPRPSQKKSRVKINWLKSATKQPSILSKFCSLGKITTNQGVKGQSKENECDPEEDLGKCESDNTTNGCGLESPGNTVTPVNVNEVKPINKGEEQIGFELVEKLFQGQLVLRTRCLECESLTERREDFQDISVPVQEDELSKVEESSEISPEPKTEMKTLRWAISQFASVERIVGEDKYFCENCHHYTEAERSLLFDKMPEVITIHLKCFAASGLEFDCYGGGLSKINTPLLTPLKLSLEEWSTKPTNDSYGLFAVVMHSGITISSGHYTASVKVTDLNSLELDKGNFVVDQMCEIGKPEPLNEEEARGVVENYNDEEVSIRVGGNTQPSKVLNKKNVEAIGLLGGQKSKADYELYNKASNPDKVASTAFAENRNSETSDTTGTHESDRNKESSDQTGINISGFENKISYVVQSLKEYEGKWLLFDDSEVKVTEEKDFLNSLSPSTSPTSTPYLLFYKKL
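1 nM enzyme complex + cpd, 15 min RT; start with Ub-Rho 150nM final; kinetic fluorescence ex 480/em 540, 6 reads q60 s. Buffer 50mM HEPES pH 7.8, 0.5mM EDTA, 0.1 mg/ml BSA, 1mM TCEP, 0.01% Tween-20.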
rTrxR1 inhibitor – rat TrxR1 inhibition | AID 588453 | 390,000 compounds, 1% hits | Potency, µM (highest dose often 114 µM), for inactives: at the highest dose activity change, negative = inhibition, usual class: inhibitors | recombinant rTrxR1, NADPH fluorescence consumption, selenite substrate; note: % is set by controls: 0 for no effect and ±100 for the full control effect; nearly all actives have a fitted effect of over 65% in size
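Rat TrxR1 (90 nM in the dispensed reagent) was pre-reduced with 400 uM NADPH for 5 min at room temperature, then incubated with compound for 15 min. After 400 uM selenite was added, NADPH fluorescence (Ex 340/Em 450 nm) was followed for 8 min.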
RXFP1 ag – agonists of human relaxin receptor RXFP1; Q9HBX9; HEK293T-RXFP1 cAMP TR-FRET, 30 min; response scale: percent of porcine relaxin response, buffer zero; Potency, µM (series often up to 57.5 µM), without a hit: at the top dose activation, most hits filed as activators; 370,000 compounds, 0.3% hits; note: % is set by controls: 0 for no effect and ±100 for the full control effect; nearly all actives have a fitted effect of over 60% in size; many of its hits are not listed in these tables
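HEK293T cells stably expressing RXFP1 were pretreated with the PDE4 inhibitor Ro 20174, exposed to compounds for 30 min at 37C, lysed, and cAMP was read by TR-FRET. Data normalized to buffer (basal) and 29 nM porcine relaxin (100%).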
Vif-A3G inh – inhibitors of Vif-APOBEC3G interaction | HeLa A3G-eYFP + Vif (tagged APOBEC3G with the HIV-1 protein that degrades it), YFP fluorescence, overnight | Potency, µM (highest dose often 46.1 µM), for inactives: at the top dose activity, negative = active, actives largely listed as inhibitors | 410,000 compounds, 0.076% hits | AID 602310;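 note: % is set by controls: 0 for no effect and ±100 for the full control effect; nearly all actives have a fitted effect of over 60% in size; hits raise eYFP signal because A3G escapes Vif-driven loss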
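HeLa cells stably expressing Vif and C-terminally eYFP-tagged A3G, seeded overnight at 37 deg C, then exposed to compound by pintool overnight at 37 deg C. Rise in yellow fluorescence (Ex 488/Em 500-530, Acumen) marks blocked Vif-driven A3G degradation.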
Numbers without * were called inactive; ? = inconclusive; nt = not tested or not shown; [ ] = another dose, or the depositor's remark. Calls come from the whole dose curve; as a rule, active = well fitted curve in the direction sought with a large enough effect; inconclusive = small, poorly fitted or top-dose-only effect, or another doubt; inactive = no such curve, though single readings can be large; an effect the other way counts as inactive or inconclusive. Potency is the fitted concentration of half-maximal effect.

SMILES	12-LOX inh	mIDH1 inhibitor	RGS4 inhibitor	Vif-A3F inh	TrxR1 substrate	USP1-UAF1 inh	rTrxR1 inhibitor	RXFP1 ag	Vif-A3G inh
CC(=O)N(C)c1ccc(C=C2C=Cc3ccccc32)cc1	?	8%	-47%	-19%	1%	-7%	?	nt	-12%
O=C(CNC(=O)c1ccccc1)OC1CCCCC1	-14%	9%	1%	1%	5%[57.1 µM]	-7%	6%[57.1 µM]	0.4%	-8%
Cn1nnnc1SCc1csc(Nc2ccccc2)n1	?	2%	-36%	1%	-10%	1%	-35%	0.6%	-7%
CCCCCCn1c(=O)n2n(c1=O)[C@@H]1CN(S(=O)(=O)c3ccc(C)cc3)C[C@]1(O)[C@@H](OC(=O)NCC1CCCCC1)C2	-28%	25%	nt	?	nt	-26%	nt	nt	-17%
COCCCNC(=S)NNC(=O)c1ccc2c(c1)OCO2	-3%	7%	-10%	0%	-2%	-11%	-4%	0.1%	0%
CN(C)c1ccc(NC(=O)c2cccc([N+](=O)[O-])c2)c2ccccc12	53%[activator]	-13%	28%	-13%	-9%	-4%	8%	-4.2%	0%
O=C1c2ccccc2C(=O)C1c1ccc(Br)cc1	0%	1%	11%	6%	-14%	-27%	-21%	0.0%	2%
CCOC(=O)C1(CCCc2ccccc2)CCN(CC(O)CO)CC1 (stereo not given)	-15%	10%	-11%	-9%	-18%[57.1 µM]	-5%	21%[57.1 µM]	-2.4%	0%
O=C(NCCc1csc(-c2ccc(F)cc2)n1)c1cccs1	?	-9%	-5%	-8%	-6%[57.1 µM]	-19%	10%[57.1 µM]	1.2%	0%
O=C(CCC(=O)Nc1ccc(F)cc1)N/N=C/c1ccc(F)cc1	-33%	3%	9%	-2%	4%	-15%	24%	7.5%	0%
COc1cc2c(C(=O)O)c(C)n(-c3ccccc3)c2c2ccccc12	0%	-3%	20%[11.4 µM]	-6%	9%	-2%	2%	0.5%	-4%
CCc1cc(=O)oc2cc3occ(C)c3cc12	12%	-5%	-9%	-2%	10%[57.1 µM]	0%	-6%[57.1 µM]	1.4%	0%
O=C(O)c1ccccc1C(=O)OCc1c(-c2ccccc2)ncc2ccccc12	?	-2%	-9%	-1%	4%	-14%	2%[57.1 µM]	2.8%	-11%
CC1CN(C(=O)COC(=O)c2ccc3ccccc3c2)CC(C)O1 (stereo not given)	-44%	2%	nt	-3%	nt	-22%	nt	nt	1%
O=C(CSc1nnc(-c2c[nH]c3ccccc23)o1)c1ccc(-c2ccccc2)cc1	-1%	1%	21%	-11%	8%[57.1 µM]	-2%	23%[57.1 µM]	4.0%	-3%
CCOC(=O)c1c(NC(=O)C(C)OC(=O)C2=COCCO2)sc2c1CCCC2 (stereo not given)	nt	15%	-22%	-2%	-6%	-28%	2%	-1.3%	1%
CC(C)(C)NC(=O)c1ccc(COc2ccccc2Br)o1	?	7%	-20%	-3%	7%[57.1 µM]	-24%	-7%[57.1 µM]	3.8%	-4%
Cc1ccc(C(=O)OC2=CC(=O)CC(C)(C)C2)cc1	-28%	2%	-23%[11.4 µM]	-6%	5%[57.1 µM]	-15%	?	0.3%	0%
O=C(CSCSCC(=O)NCC1CCCO1)NCC1CCCO1 (stereo not given)	0%[57.4 µM]	9%	-12%	-4%	4%	-12%	31%	-0.5%	0%
CCOC(=O)Cc1csc(NC(=O)CCCCCN2C(=O)c3ccccc3C2=O)n1	17%	2%	6%	-3%	3%	-2%	8%	0.8%	-1%
Nc1nnc(-c2ccccc2)c(-c2ccccc2)n1	-17%	-5%	7%	3%	-2%	-16%	-4%	1.0%	-3%
COc1ccc(OC)c(S(=O)(=O)N2CCc3ccccc3C2)c1	11%	0%	6%	2%	-2%	-22%	12%	2.6%	1%
CSc1ccccc1NC(=O)c1ccc(N2CC3CC(C2)c2cccc(=O)n2C3)c(NC(=O)c2cccnc2)c1 (stereo not given)	-6%	-4%	5%	-8%	-5%	0%	0%	-0.5%	0%
O=C(C1CC(c2ccc(F)cc2)=NO1)N1CCCc2ccccc21 (stereo not given)	?	5%	1%	-3%	-1%[57.1 µM]	-22%	8%[57.1 µM]	1.1%	0%
Cc1nnc(NC(=O)c2oc3c(ccc4ccccc43)c2C)s1	47%[activator]	5%	-4%[11.4 µM]	-6%	100%[activator]	-9%	35%[activator]	0.0%	-4%

(more compounds)
SMILES	12-LOX inh	mIDH1 inhibitor	RGS4 inhibitor	Vif-A3F inh	TrxR1 substrate	USP1-UAF1 inh	rTrxR1 inhibitor	RXFP1 ag	Vif-A3G inh
CC(C)Nc1nc(Oc2ccc(=O)n(-c3ccccc3)n2)nc(N(C)C)n1	35%[activator]	8%	-19%	-6%	7%[57.1 µM]	-25%	-14%	1.7%	0%
Cc1ccc(-c2nn(CC(=O)NCc3ccccn3)c(=O)c3ccccc23)cc1S(=O)(=O)N(C)C	3%	-6%	21%	-8%	-6%[57.1 µM]	-1%	-7%[57.1 µM]	10%	-1%
CC1=C(C(=O)OCC2CCCO2)C(c2ccc(Cl)cc2)NC(=O)N1 (stereo not given)	16%	-3%	-12%	-6%	-5%	-11%	4%[57.1 µM]	-0.3%	1%
CC(C)N(Cc1nc(-c2ccccc2)no1)C(=O)CN(C)S(=O)(=O)c1ccccc1	-4%	1%	-17%	7%	-14%	0%	-18%	1.6%	-1%
O=C(NCc1ccco1)/C(=C/c1cccnc1)NC(=O)c1ccco1	17%	0%	-10%	-1%	-2%[57.1 µM]	-12%	-2%[57.1 µM]	3.4%	0%
CCCCNC(=S)NNC(=O)CCn1nc(C)c(Br)c1C	-1%	-1%	-1%	-2%	15%[57.1 µM]	1%	3%[11.4 µM]	1.6%	-3%
NNC(=O)c1nnsc1-c1csnn1	-35%	2%	?	3%	8%[11.4 µM]	-4%	8%[11.4 µM]	nt	0%
CS(=O)(=O)n1nc(-c2ccc(Cl)cc2)nc1SCc1ccccc1	-17%	5%	36%	-18%	-4%	-17%	?	-0.3%	0%
N#Cc1ccc(-c2cccs2)nc1SCc1c(F)cccc1Cl	-17%	-16%	4%	-6%	27%	-18%	-2%	3.2%	?
CCc1ccc(N/C(SC)=C(/C#N)C(N)=O)cc1	?	1%	-19%	-7%	1%[57.1 µM]	-14%	21%[57.1 µM]	-2.3%	1%
O=C(NC1CCN(Cc2ccccc2)CC1)C1CCN(S(=O)(=O)c2ccc(Cl)cc2)CC1	?	-5%	10%	-3%	12%[57.1 µM]	-6%	25%[57.1 µM]	0.8%	1%
Cc1c(C(=O)OCC(=O)N(C)CC(=O)Nc2ccc(F)cc2)oc2ccccc12	-27%	-6%	24%	-2%	-2%	2%	19%	0.1%	-4%
COc1cc2cc(CCCOC(=O)CCCC(=O)O)oc(=O)c2cc1OC	6%	-25%	28%	-12%	12%[57.1 µM]	10%	4%[57.1 µM]	0.3%	0%
Cn1c(N)c(C(=O)c2ccc(C#N)cc2)c(=O)n(C)c1=O	8%	-1%	3%	1%	-12%	-9%	2%[57.1 µM]	2.6%	0%
COc1ccc(C(=O)N2CCN(CCc3ccccc3)CC2)cc1[N+](=O)[O-]	5%	6%	-3%	-13%	2%	-20%	-2%	-1.7%	1%
CC(C)Sc1nnc(NC(=O)c2ccco2)s1	-11%	-13%	-26%	15%	-6%	-20%	4%	0.7%	0%
O=C(NC1CCN(C(=O)c2cccc([N+](=O)[O-])c2)CC1)c1ccccc1	33%[activator]	5%	-7%	-13%	0%[57.1 µM]	-11%	0%[57.1 µM]	0.0%	1%
CCOC(=O)CC1C(=O)NCCN1S(=O)(=O)c1ccc(C)cc1 (stereo not given)	3%	9%	-6%	-23%	-2%[57.1 µM]	-22%	10%[57.1 µM]	-0.6%	-5%
CCOC(=O)c1ccc(Cl)c(S(=O)(=O)N2CCCC2)c1	-7%	8%	?	-7%	7%	-12%	19%[57.1 µM]	0.6%	-2%
CCOc1ccc(CC(=O)NNC(=O)NC2CCCCC2)cc1	7%	3%	-3%	0%	-1%	-16%	11%	1.1%	-10%
CCCC(=O)Nc1cc2c3c(c1)CC(=O)N3CCC2	14%	-9%	-9%	-12%	5%	-19%	25%	0.1%	4%
C=CCSc1cc(C)nc2c(-c3ccc(Cl)cc3)c(C)nn12	17%	0%	-6%	0%	29%	-13%	14%	3.3%	0%
CCOc1ccc(NS(=O)(=O)c2ccc(C(=O)NCC(c3cccs3)N3CCOCC3)cc2)cc1 (stereo not given)	2%	4%	-40%	3%	-2%	-25%	6%	0.1%	0%
O=C(Nc1ccccc1N1CCN(c2ccc(F)cc2)CC1)C12CC3CC(CC(C3)C1)C2	0%	-4%	8%	-6%	-3%[57.1 µM]	-12%	29%[57.1 µM]	2.3%	-1%
O=C(Oc1ccc(Cl)c2cccnc12)N1CCCCCC1	-8%	0%	-10%	7%	13%	-25%	-2%	0.5%	4%

An excerpt (hit frequency here may not be typical).
